Anesthetic bind: qHTS Assay for Identification of Novel General Anesthetics. Ferritin light chain (Equus caballus), P02791. apoferritin/1-aminoanthracene competitive binding, fluorescence. Potency, µM (series often up to 77.5 µM), for inactives: at the highest dose activity change, negative = displacement, actives largely listed as inhibitors. hit rate 0.074% among 350,000. AID 485281, 2010; note: potency is the fitted concentration of half-maximal effect; % is set by controls: 0 for no effect and ±100 for the full control effect; nearly all actives have a fitted effect of over 20% in size
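In PBS, apoferritin at 10 uM is loaded with 1-AMA from a 50% saturated solution. After 10 min of compound exposure at ambient temperature, reduced 535 nm fluorescence indicates probe displacement.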
ERG-DNA inh: qHTS for Small Molecule Inhibitors of the ERG Ets/DNA interaction; hit rate 0.028% among 370,000; Potency, µM (titrated, usually from 76.9 µM), inactives show top-dose FP activity, negative = inhibition, hits mostly inhibitors; fluorescence polarization, His-ERG Ets domain / labelled DNA; Transcriptional regulator ERG (Homo sapiens), P11308; AID 624246, 2012; active = well fitted inhibition curve with a large enough effect in the polarisation, with a control signal flat; inconclusive = small, poorly fitted or top-dose-only effect, or effect the other way, or a change in a side signal; inactive = no such curve, though single readings can be large or run the other way; the % refers to the polarisation;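 note: polarization taken with two DNA probes labelled with fluorescein and Texas red; potency is the fitted concentration of half-maximal effect; % of control where 0% means no effect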
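His-tagged ERG Ets domain (1 uM in the protein solution; 300mM KCl, 50mM Tris-HCl, 1mM EDTA, 1mM DTT, pH 7.5) received compound, then a probe mix of 5 nM fluorescein-DNA and 100nM Texas-615-DNA. Fluorescence polarization was read for both dyes.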
LDHA inh: qHTS assay for inhibitors of human lactate dehydrogenase; purified LDHA, NADH/diaphorase-resazurin fluorescence; hits give low values; activity change, % (values are at about 110 or 230 µM); hit rate 0.15% among 480,000; L-lactate dehydrogenase A chain (Homo sapiens), P00338; in the data active = activity change below about -30%; inconclusive = mostly about -25% to -30%;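 note: plate controls were DMSO wells for no effect and wells without enzyme for full effect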
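Human LDH5 (2 nM) was incubated with 0.06 mM NADH and 0.2 mM pyruvate for 5 min at room temperature in Tris pH 7.4. Remaining NADH was coupled through diaphorase/resazurin, and resorufin fluorescence was read at 0 and 20 min.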
RGS4 inh: Inhibitors of Regulator of G Protein Signaling (RGS) 4: qHTS | Transcreener GDP fluorescence polarization, RGS4-accelerated GTP hydrolysis | Regulator of G-protein signaling 4 (Homo sapiens), P49798 | AID 504845, 2011 | Potency, µM (titrated, usually from 114 µM), for the others: top-dose activity change, negative = inhibition, actives largely listed as inhibitors | hit rate 0.039% among 390,000; note: potency is the fitted concentration of half-maximal effect; % is set by controls: 0 for no effect and ±100 for the full control effect; nearly all actives have a fitted effect of over 75% in size; some results filed as inactive show a strong effect at the top dose
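MLSMR compounds (23 nl, pin-transferred) preincubated 10 min at room temperature with a 500nM (2x) first reagent, then RGS4 at 900nM (2x) plus Transcreener GDP mix added; fluorescence polarization (620/688 nm) read before and after 90 min at 30 °C.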
Pol beta inh: qHTS Assay for Inhibitors of DNA Polymerase Beta; P06746; hit rate 1.3% among 340,000; Potency, µM (series often up to 114 µM), inactives show at the top dose activity change, negative = inhibition, hits mostly inhibitors; Pol beta primer extension/strand displacement, fluorescence kinetic; note: potency is the fitted concentration of half-maximal effect; % is set by controls: 0 for no effect and ±100 for the full control effect
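Human Pol beta at 10 nM; strand-displacement substrate 50 nM final. Compound exposure 15 min at room temperature before start, reaction 10 min at room temperature.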
ALOX12 inh: Primary qHTS assay for inhibitors of human arachidonate 12S-lipoxygenase (ALOX12): Round 2 | purified 12hLO, xylenol orange hydroperoxide absorbance | Polyunsaturated fatty acid lipoxygenase ALOX12 (Homo sapiens), P18054 | Potency, µM (series often up to 108 µM), inactives show top-dose activity change, negative = inhibition, usual class: inhibitors | hit rate 1.1% among 580,000; note: potency is the fitted concentration of half-maximal effect; % is set by controls: 0 for no effect and ±100 for the full control effect
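Hydroperoxide product was detected by ferrous iron/xylenol orange as the 573 to 405 nm absorbance ratio. Arachidonic acid at 40 uM (final) was turned over for 30 min at room temperature by 150 nM human 12hLO, pH 7.0 Hepes buffer, after 15 min compound preincubation.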
Pol eta inh: qHTS for Inhibitors of Polymerase Eta. recombinant Pol eta, fluorescent DNA replication assay. Potency, µM (series often up to 114 µM), for inactives: at the highest dose activity change, negative = inhibition, actives largely listed as inhibitors. hit rate 1.2% among 390,000; note: potency is the fitted concentration of half-maximal effect; % is set by controls: 0 for no effect and ±100 for the full control effect
Target sequence (Q9Y253 whole entry, looked up): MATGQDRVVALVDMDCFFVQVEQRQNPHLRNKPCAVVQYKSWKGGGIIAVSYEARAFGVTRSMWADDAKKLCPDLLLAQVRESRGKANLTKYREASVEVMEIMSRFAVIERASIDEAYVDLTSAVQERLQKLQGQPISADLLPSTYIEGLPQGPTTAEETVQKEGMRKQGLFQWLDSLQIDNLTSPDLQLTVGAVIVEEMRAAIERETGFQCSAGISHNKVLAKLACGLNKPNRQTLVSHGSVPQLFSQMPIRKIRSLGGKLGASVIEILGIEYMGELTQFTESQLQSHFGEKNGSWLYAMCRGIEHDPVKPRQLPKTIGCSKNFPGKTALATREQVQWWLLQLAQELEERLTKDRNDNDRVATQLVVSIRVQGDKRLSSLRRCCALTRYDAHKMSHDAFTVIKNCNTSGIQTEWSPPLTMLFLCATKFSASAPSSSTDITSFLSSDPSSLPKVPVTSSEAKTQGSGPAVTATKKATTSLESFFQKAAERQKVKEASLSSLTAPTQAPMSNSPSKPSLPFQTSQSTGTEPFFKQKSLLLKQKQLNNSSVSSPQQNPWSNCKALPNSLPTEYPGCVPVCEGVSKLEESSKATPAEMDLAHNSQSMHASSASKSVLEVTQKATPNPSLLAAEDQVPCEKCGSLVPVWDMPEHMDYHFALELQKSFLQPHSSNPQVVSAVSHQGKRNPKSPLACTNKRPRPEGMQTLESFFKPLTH
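Pol eta at 10 nM preincubated with compounds 15 min at room temperature; reaction started with fluorescent substrate (50 nM final) and read kinetically at 0 and 10 min.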
Pol kappa inh: qHTS for Inhibitors of Polymerase Kappa; purified Pol kappa, fluorescent DNA synthesis assay, 10 min; DNA polymerase kappa (Homo sapiens), Q9UBT6; hit rate 0.53% among 400,000; Potency, µM (titrated, usually from 107 µM), for inactives: top-dose activity, negative = inhibition, usual class: inhibitors; AID 588579, 2011; note: potency is the fitted concentration of half-maximal effect; % is set by controls: 0 for no effect and ±100 for the full control effect
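Activity was followed as the change in fluorescence between reads at 0 and 10 min after starting the reaction with 50 nM substrate. Beforehand, 10 nM polymerase had been preincubated with compound for 15 min at room temperature.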
APE1 inh: qHTS Assay for Inhibitors of the Human Apurinic/apyrimidinic Endonuclease 1 (APE1); DNA repair nuclease/redox regulator APEX1 (Homo sapiens), P27695; recombinant APE1, TAMRA/BHQ-2 abasic DNA cleavage fluorescence; Potency, µM (series often up to 65.8 µM), for inactives: at the highest dose activity change, negative = inhibition, hits mostly inhibitors; hit rate 0.35% among 350,000; AID 2517, 2012;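 note: potency is the fitted concentration of half-maximal effect; plate controls were vehicle for no effect and reference inhibitor for full effect; nearly all actives have a fitted effect of over 55% in size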
Target sequence (P27695 whole entry, looked up): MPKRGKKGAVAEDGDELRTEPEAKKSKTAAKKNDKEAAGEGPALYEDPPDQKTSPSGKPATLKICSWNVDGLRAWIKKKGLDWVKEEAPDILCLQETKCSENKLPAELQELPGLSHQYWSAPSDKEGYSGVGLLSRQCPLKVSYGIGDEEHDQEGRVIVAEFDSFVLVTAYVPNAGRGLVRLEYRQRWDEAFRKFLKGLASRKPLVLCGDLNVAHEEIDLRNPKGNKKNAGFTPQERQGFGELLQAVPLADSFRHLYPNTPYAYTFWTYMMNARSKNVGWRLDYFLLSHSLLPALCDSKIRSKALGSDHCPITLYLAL
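Step 1: APE1 (0.75 nM) with compound, 15 min RT. Step 2: add 50 nM fluorophore/quencher THF duplex. Step 3: three fluorescence reads 60 s apart (525/598 nm); read 3 minus read 1 = reaction progress.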
* = called active by the depositor; i = inactive; ? = inconclusive; . = no result given; & = joins results of further samples; [ ] = dose if it differs, or a comment. Unless noted, calls come from the whole dose curve; as a rule, active = well fitted curve in the direction sought with a large enough effect; inconclusive = small, poorly fitted or top-dose-only effect, or another doubt; inactive = no such curve, though single readings can be large; an effect the other way counts as inactive or inconclusive. An excerpt (hit frequency here may not be typical).

Anesthetic bind	ERG-DNA inh	LDHA inh	RGS4 inh	Pol beta inh	ALOX12 inh	Pol eta inh	Pol kappa inh	APE1 inh	canonical_smiles
-2%	-4%	-1	-18%	2%	33%[activator]	-7%	12%	44%	COCC(=O)N1CCC(Oc2ccc(C(=O)NCCc3ncccc3C)cc2)CC1
10%	2%	1	19%	19%	479%[activator]	-4%	2%	6%	Cc1ccc(NC(=O)N(CCC#N)Cc2ccccc2)cc1
.	6%	1	-8%	.	?	-7%	6%	9%	CCOC(=O)[C@H]1[C@H]2COc3ccc(C)cc3[C@@H]2N2C(=O)c3cc(OC)c(OC)cc3NC(=O)[C@@]12C
-2%	-5%	-14	2%	3%	13%	-3%	-7%	28%	Cc1c(Cl)cccc1NC(=O)CNC(=O)c1ccco1
0%	14%	-3	-27%[56.9 µM]	-9%	-4%	-9%	12%	-5%	Cc1[nH]c2ccccc2c1C(=O)CSc1nccc(=O)[nH]1
-9%	-25%	-8	17%	-14%	-3%	-7%	-8%	0%	COc1ccc(C(=O)Oc2cc3c4c(c2)C(C)=CC(C)(C)N4C(=O)C3=O)cc1OC
-13%	-5%	-2	7%[56.9 µM]	-28%	3%	-9%	-5%	-4%	O=C(NCC1CCCN(C(=O)NCc2ccccc2)C1)c1ccc2c(c1)OCO2 (centres undefined)
-18%	-9%	-2	-14%	18%	-9%	-18%	7%	46%[activator]	C/C(CC(=O)Nc1ccc2c(c1)OCCO2)=N\NC(=O)c1ccccc1F
-15%	10%	-6	-9%	34%	175%[activator]	-6%	0%	1%	Cc1sc2ncnc(OCC(=O)NC(C)C)c2c1C
?	0%	1	-26%	0%	-13%	-28%	1%	-5%	Cc1ccc(-c2csc(N(CCO)CCCn3c(C(F)(F)F)nc4cc(C(F)(F)F)ccc43)n2)cc1
-20%	-5%	-3	4%	3%	2%	-18%	-1%	-12%	COc1ccc(CC(=O)N/N=C(\C)CC(=O)Nc2cccc(F)c2)cc1
.	2%	0	-21%	.	0%	-11%	2%	-5%	CCCCCN(C(=O)CCC(=O)OCc1ccc(C(C)C)cc1)c1c(N)n(CCCC)c(=O)[nH]c1=O
-8%	-8%	-16	-9%	-12%	-10%	-19%	-9%	50%[activator]	O=C(NCCc1ccccc1Cl)C1CCC(=O)N(CCCc2ccccc2)C1 (centres undefined)
-10%	-4%	-3	17%	5%	1%	-1%	-13%	7%	Cc1nn(C)cc1CNC(=O)C1CCC(=O)N(CC2CCCCC2)C1 (centres undefined)
-6%	5%	-10	-14%	0%	?	6%	-17%	30%	O=C(O)c1ccccc1NC(=O)c1cc(-c2ccccc2)nc2ccccc12
.	5%	-6	3%	.	9%	-2%	-14%	-15%	O=C(Nc1ncn[nH]1)c1ccc(Cl)c(Cl)c1
-5%	-3%	-7	12%	17%	0%	0%	-9%	18%	Fc1ccc(NC(=S)NCCc2ccccn2)cc1
-13%	-2%	-2	-34%[11.4 µM]	30%	-11%	-23%	-15%	-2%	O=C(C1CCCCC1)N1CCN(S(=O)(=O)c2ccc(Cl)cc2)CC1
-1%	-3%	-12	0%	14%	-4%	-20%	7%	39%	O=C(NC1CCCC1)C(c1ccncc1)N(C(=O)c1csnn1)c1ccccc1F (centres undefined)
3%	.	.	i	.	.	.	-10%[19.4 µM]	9%&3%	CCCCC/C=C\C[C@@H](O)/C=C/C=C\C/C=C\CCCC(=O)O
4%	.	.	7%[56.9 µM]	2%[57.1 µM]	.	1%[57.1 µM]	3%&15%[60.1 µM]	?	COc1cc(N)c(Cl)cc1C(=O)OCCN1CCCCC1
-7%	15%	-3	-1%	8%	-3%	-17%	6%	6%	Cc1cccc(N2C(=O)N3[C@H](c4ccc(F)cc4)[C@@H]4C(=O)N(C5CCCCC5)C(=O)[C@@H]4[C@]3(Cc3ccc(Cl)cc3)C2=O)c1
36%[activator]	0%	-9&-4	3%	0%	?	.	-6%	.	CCOc1ccccc1NC(=O)N1CCC2(CC1)Oc1ccccc1C(=O)N2Cc1ccccc1F
.	-10%	-4	-24%	.	-41%	-14%	-17%	.	CN(C)C(=O)COC(=O)c1cccc(S(=O)(=O)Nc2ccc(OCc3ccccc3)cc2)c1
-11%	.	10	6%	29%	?	-13%	-10%	13%	O=c1[nH]c(NCCCO)nc2c1C1(CCCC1)Cc1ccccc1-2

In the list so far, these have a COOH group:
Anesthetic bind	ERG-DNA inh	LDHA inh	RGS4 inh	Pol beta inh	ALOX12 inh	Pol eta inh	Pol kappa inh	APE1 inh	canonical_smiles
-6%	5%	-10	-14%	0%	?	6%	-17%	30%	O=C(O)c1ccccc1NC(=O)c1cc(-c2ccccc2)nc2ccccc12
3%	.	.	i	.	.	.	-10%[19.4 µM]	9%&3%	CCCCC/C=C\C[C@@H](O)/C=C/C=C\C/C=C\CCCC(=O)O

Remaining list, next part.
Anesthetic bind	ERG-DNA inh	LDHA inh	RGS4 inh	Pol beta inh	ALOX12 inh	Pol eta inh	Pol kappa inh	APE1 inh	canonical_smiles
.	19%	0	1%	.	-2%	-15%	6%	5%	COc1ccc(CCC2(C)NC(=O)N(C(C)C(=O)Nc3ccccc3F)C2=O)cc1 (centres undefined)
-6%	-14%	-10	-4%	18%	68%[activator]	1%	5%	-2%	CC1(C)Cc2c(c(N3CCOCC3)nc3snc(N)c23)CO1
-8%	16%	-3	3%[56.9 µM]	61%	41%	-8%	-4%	-6%	Cc1nn(C(C)C(=O)NCCCN2CCCCCC2)c(=O)c2cc3sccc3n12 (centres undefined)
-8%	2%	-9	13%	3%	-20%	-11%	-15%	-3%	Cc1cc(C)nc(SCCn2c(N(C)Cc3ccccc3)nc3c2c(=O)n(C)c(=O)n3C)n1
?	-3%	-2	0%	-8%	-18%	-8%	0%	-1%	O=C(Nc1cccnc1)c1ccc(Cl)c(S(=O)(=O)N2CCCCCC2)c1
2%	-12%	7	-8%	-16%	25%	-5%	-6%	17%	Cc1cc(=O)[nH]c(N/N=C/c2ccco2)n1
?	18%	-1	-35%	21%	-29%	-8%	2%	-4%	Cc1ccc(CCC(=O)Nc2cc(Cl)ccc2Cl)o1
5%	-9%	-6	21%	71%	0%	5%	-7%	-5%	O=C(N/N=C/c1ccccc1Cl)c1ccncc1
-13%	10%	5	-20%	21%	-11%	-11%	-6%	-7%	O=C(CCOc1ccccc1F)N1CCN(c2ccccc2O)CC1
-6%	28%	-1	0%	20%	18%	-10%	8%	83%[activator]	O=C(CNC(=O)N1CC(=O)Nc2ccccc21)Nc1ccccc1F
-11%	5%	-1	-38%	-17%	?	-3%	-4%	12%	Cn1c(=O)c([N+](=O)[O-])c(-n2cnc3ccccc32)c2ccccc21
-4%	15%	0	-17%	18%	-14%	-16%	-1%	12%	COc1ccc(CCn2c(=N)c(C(=O)NCCN3CCOCC3)cc3c(=O)n4ccccc4nc32)cc1OC
?	-4%	-6	4%[56.9 µM]	16%	4%	-5%	-11%	5%	Brc1ccc(COn2ccnc2)cc1
-7%	1%	-5	9%	21%	3%	1%	-10%	1%	C/C(=N\OC(=O)C1CC1)C1CC1c1ccc(F)cc1 (centres undefined)
-16%	-1%	-3	5%	4%	-28%	?	-1%	0%	CC(C)(C)c1csc(NC(=O)c2ccncc2)n1
.	4%	1	-36%	.	?	-14%	8%	.	Cc1ccc(Cn2c(CCNc3nc(-c4ccc(Cl)c([N+](=O)[O-])c4)cs3)nc3cc(Cl)c(Cl)cc32)cc1
-10%	-15%	-2	-19%	5%	-2%	1%	-4%	14%	CC(CCc1ccccc1)NC(=O)c1ccccc1 (centres undefined)
-19%	-8%	0	-10%	-12%	0%	?	3%	0%	COc1cc(C2NC(=O)NC(C)=C2C(=O)OC2CCCC(C)C2)cc(Br)c1O (centres undefined)
-14%	-4%	-6	9%	-14%	-21%	-15%	-6%	.	COc1ccc2c(CNCCc3cccs3)c(C(=O)O)n(Cc3ccc(F)cc3Cl)c2c1
-10%	9%	8	-5%	15%	-7%	?	-15%	4%	CC(=O)c1c(COC(=O)c2ccncc2)nc2ccccc2[n+]1[O-]
-6%	-6%	-7	-3%	24%	24%	-7%	1%	-2%	CCOc1cc(NC(=O)c2ccccc2[N+](=O)[O-])c(OCC)cc1NC(=O)CC(C)C
-10%	11%	-3	8%	-27%	4%	-24%	1%	16%	Cc1ccc2cc(CCNC(=O)c3ccc(S(=O)(=O)N4CCOCC4)cc3)c(=O)[nH]c2c1C
